Bioassay records from PubChem BioAssay.
QS inhibitor = blocks AIP-induced quorum sensing reporter in S. aureus; S. aureus RN6390 RNAIII-GFP reporter, flow cytometry 3 h; inhibition, % at 2 µM; hit rate 0.3% among 24,000; AID 527;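 active means share of bacteria positive for the green fluorescent reporter and its mean brightness both inhibited by 50% or more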;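 further: 0% = AIP-stimulated control and 100% = unstimulated bacteria without AIP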
QS inhibitor GFP MFI % = recorded beside QS inhibitor, whose call it bears; inhibition, %; measured here: inhibition of GFP MFI
An asterisk follows results filed as active.

SMILES | QS inhibitor | QS inhibitor GFP MFI %
CSC1=NCCN1C(=O)COc1ccccc1 | -2 | -5
CCn1cc(C(=O)NCc2ccc(C)o2)c2cc(OC)c(OC)cc2c1=O | -1 | -1
COc1ccc(C)cc1NC(=O)c1cnc2n(c1=O)CCS2 | -1 | -8
Cc1ccc2c(c1)c1c(n2CC(O)Cn2c(C)nc3ccccc32)/C(=N\O)CCC1 (stereo not drawn) | 7 | 22
O=C(Cn1cnc2c(nnn2Cc2ccc(F)cc2)c1=O)NCC1CCCO1 (stereo not drawn) | -3 | -2
O=C(Nc1nc2ccccc2s1)C1CCCN1S(=O)(=O)c1ccc(Cl)cc1 (stereo not drawn) | 5 | 43
Cc1cc(N2CCN(c3ccccn3)CC2)n2nc(C)nc2n1 | 2 | 18
CCOC(=O)Cn1ncc(-c2ccccc2)c1N | -2 | -11
Cc1cc(NC(=O)c2noc3c2CCCC3)n(-c2ccccc2)n1 | 0 | 2
Cc1noc(/C=C/N(C)C)c1S(=O)(=O)N1CCCC(C(=O)NC2CCCCC2C)C1 (stereo not drawn) | 2 | 7
CCOC(=O)N1CCN(c2c(NC3CCN(Cc4ccccc4)CC3)c(=O)c2=O)CC1 | 0 | -21
COC(=O)c1c(O)ccc(Oc2ccccc2)c1C(=O)OC | 0 | -4
CN(C)c1ccc(C(=O)Nc2nnc(-c3ccc(Cl)cc3)o2)cc1 | 0 | -1
CCC(C)(C(=O)NC1CCCC1)N(C(=O)CNC(C)=O)c1ccccc1 (stereo not drawn) | 4 | 44
CCn1cc(C(=O)O)c(=O)c2cc(S(=O)(=O)N(C)C)ccc21 | -2 | -20
COC(=O)C1C2C=CC3(CN(C(C)C)C(=O)C13)O2 (stereo not drawn) | -5 | -4
COc1ccc(NC(=O)CCS(=O)(=O)c2ccc3c(c2)CCCN3C(C)=O)cc1 | -3 | -12
O=C(NCCc1c[nH]c2ccccc12)C(F)(F)C(F)F | 3 | 11
O=c1cc(N2CCOCC2)[nH]c(=O)n1C1CCCCC1 | 11 | 40
O=C1N(CN2CCN(c3cccc(Cl)c3)CC2)c2ccccc2C12OCCCO2 | 2 | 10
CCSc1ccc2nnc(-c3cccc(F)c3)n2n1 | 1 | 14
Cc1ccc2nc(NCCCN3CCOCC3)c(C=NCCCN3CCOCC3)c(=O)n2c1 | -2 | -10
CN=C(C)C1=C(O)C(C(=O)OC)C(C)(C)CC1=O (stereo not drawn) | -1 | -2
CCOC(=O)N1CCN(C(=O)CN2C(=O)COc3ccc(C)cc32)CC1 | -1 | -22
CCn1nnnc1SCC(=O)Nc1nc(-c2cccs2)cs1 | 0 | 6

(more compounds)
SMILES | QS inhibitor | QS inhibitor GFP MFI %
COc1cccc(N2CCN(C3CC(=O)N(c4ccc(C)c(Cl)c4)C3=O)CC2)c1 (stereo not drawn) | -1 | 3
N=c1nc(-c2ccccc2)ccn1O | 2 | 8
O=C(NCCN1CCOCC1)C1CC(=O)N(c2ccc(F)c(Cl)c2)C1 (stereo not drawn) | -1 | 0
COc1ccc(OC)c(NC(=O)CCN2CCN(c3ccccc3F)CC2)c1 | 2 | 38
CCOC(=O)c1cccc(NC(=O)CCNS(=O)(=O)c2ccc3c(c2)CCN3C(=O)CC)c1 | -6 | -14
CCn1c(=O)c2cc(S(=O)(=O)NCc3ccccc3)ccc2n(CC)c1=O | 0 | -19
COc1ccc2[nH]cc(CCNC(=O)C3CCCNC3=O)c2c1 (stereo not drawn) | 1 | 9
CCOc1cc2[nH]c(=S)n(Cc3ccc(C)o3)c(=O)c2cc1OCC | 10 | 19
Cc1nnc(N2C(=O)C(O)=C(C(=O)c3ccco3)C2c2ccc(F)cc2)s1 (stereo not drawn) | -1 | 5
O=C(c1ccc2c(c1)OCO2)N1CCCN(C(=O)c2ccc3c(c2)OCO3)CC1 | 0 | 6
CCOC(=O)c1c(CN2CCCCC2)n(C)c2ccc(OC)c(S(=O)(=O)c3ccccc3)c12 | -22 | -44
COCCn1nnnc1C(c1cccs1)N1CCN(c2cc(C)ccc2C)CC1 (stereo not drawn) | -4 | -82
CCOC(=O)N1CCN(C(=O)CS(=O)Cc2nc(-c3ccc(C)cc3)oc2C)CC1 (stereo not drawn) | 0 | 15
O=S(=O)(c1ccc(Oc2ccc(-c3nnco3)cc2)nc1)N1CCC(Cc2ccccc2)CC1 | -1 | -44
CC(C)CN(CC(C)C)S(=O)(=O)N1CCC(C(=O)NC2CCCCCCC2)CC1 | -3 | -24
Cc1ccc2cc(CCNC(=O)c3ccco3)c(=O)[nH]c2c1 | -1 | -12
Cn1c(=O)c2c(nc(CN3CCCCC3)n2CCCc2ccccc2)n(C)c1=O | 1 | 2
Cc1nnc(SCC(=O)N2c3ccccc3CC2C)s1 (stereo not drawn) | -1 | 0
O=c1cc(Nc2ccc3c(c2)OCCO3)[nH]c(=O)n1-c1ccc(Br)cc1 | -7 | -7
CN(C(=O)CSc1nc(N)nn1-c1ccccc1)c1ccccc1 | 1 | 5
COc1cccc(NC(=O)CSc2nnc(Cn3c(=O)sc4ccccc43)n2C)c1 | -5 | -4
Cc1ccc(S(=O)(=O)N(CC(O)CN2CCCCC2)c2ccccc2)cc1 (stereo not drawn) | 1 | 11
O=C(NCC1CCCO1)c1ccc(CS(=O)(=O)c2ccc(Br)cc2)o1 (stereo not drawn) | -2 | -10
CCOC(=O)c1ccccc1NC(=O)Cn1cnc2c(cnn2C(C)(C)C)c1=O | 2 | 27
CC(N)C12CC3CC(C1)CC(C(C)N)(C3)C2 (stereo not drawn) | 0 | 24

(further entries)
SMILES | QS inhibitor | QS inhibitor GFP MFI %
CC(Sc1nnc(Cn2c(=O)sc3ccccc32)n1C)c1ccccc1 (stereo not drawn) | 3 | 8
CC(=O)Nc1ccc(N2C(=O)CSC2c2ccc(F)cc2)cc1 (stereo not drawn) | -8 | -17
Cn1c(C(=O)NCCCN2CCCCC2)cc2sccc21 | -2 | -8
Cc1ccc(C(=O)Nc2ccc3c(c2)OCO3)o1 | -1 | 4
CC(CCc1ccccc1)NC(=O)C1CCN(C(=O)c2sccc2-n2cccc2)CC1 (stereo not drawn) | -1 | -9
O=C1NCCN1C(=O)c1ccco1 | -2 | -5
Cc1ccccc1Nc1nc(N)nc(CSCc2c(C)noc2C)n1 | -8 | -32
CC1(C)Cc2c(sc3c2C2=NCCN2C=N3)CO1 | -8 | -22
CCC1(C)OC(=O)N2CCc3c(C)[nH]c4c(C)ccc(c34)C21C (stereo not drawn) | 27 | 29
CCOC(=O)N1CCC(N2CC34C=CC(O3)C(C(=O)Nc3ccc(C(C)C)cc3)C4C2=O)CC1 (stereo not drawn) | -1 | -6
COC(=O)/C=c1/s/c(=C(/C#N)C(=O)N2CCOCC2)n(-c2ccccc2)c1=O | 0 | 5
NC(=O)c1sc(=S)n(-c2ccc(Br)cc2)c1N | -3 | 0
Cn1c2c(c(=O)n(C)c1=O)C(NC(=O)C(C)(C)C)(C(F)(F)F)C(=O)N2 (stereo not drawn) | -12 | -27
CCCN1Cc2cccc(C(=O)Nc3ccc(N4CCN(CC)CC4)cc3)c2C1=O | -1 | 40
CNC(=O)Cn1ncc2c(C)n(Cc3ccc(C)cc3)c(C)c2c1=O | -2 | -5
COc1nc(C)ccc1-c1noc(-c2ccncc2)n1 | -2 | 18
Cc1ccc(C2C(=O)N(C3CCC(C)CC3)CC(=O)N2C2CC2)cc1 (stereo not drawn) | 1 | 3
O=C(CN1C(=O)c2ccccc2C1=O)N1CCN(c2ccccc2)CC1 | -3 | 20
CCOC(=O)CCC(=O)NCc1ccc2[nH]c(C)cc2c1 | -2 | -7
Cc1nnc(SCC(=O)NCc2ccc3c(c2)OCO3)s1 | 0 | 2
CC(C)C(NC(=O)C1CCCCC1)C(=O)Nc1ccc2c(c1)OCCO2 (stereo not drawn) | 0 | -7
CC1=C(C(=O)OCc2ccccc2)C(c2cccnc2)n2ncnc2N1 (stereo not drawn) | -5 | -1
CC1=NC(Nc2nc(C)c3ccccc3n2)=NC(C)(C)C1 | -1 | 3
COc1ccccc1-n1c2c(cc(C(=O)N3CCC(C)CC3)c1=O)C(=O)CC(C)(C)C2 | -6 | -6
O=C(CN1CCN(c2ncccn2)CC1)Nc1ccccc1-n1cccc1 | -1 | -4

Profiles from above. Order of values: QS inhibitor	QS inhibitor GFP MFI %
Profile of `CC(CCc1ccccc1)NC(=O)C1CCN(C(=O)c2sccc2-n2cccc2)CC1` (stereo not drawn) : -1	-9
Profile of `O=S(=O)(c1ccc(Oc2ccc(-c3nnco3)cc2)nc1)N1CCC(Cc2ccccc2)CC1` : -1	-44

(listing goes on)
SMILES | QS inhibitor | QS inhibitor GFP MFI %
CC(C)N(CCNC(=O)c1cn(C)c2ccc(S(=O)(=O)N(C)C)cc2c1=O)Cc1ccccc1 | 0 | -43
CCOc1ccc2nc(N3CCCCCC3)sc2c1 | -3 | -3
C=C1[C@@H](C)C2[C@H](Cc3ccccc3)NC(=O)[C@]23OC(=O)CC[C@H](O)CCC[C@H](C)C/C=C/[C@H]3[C@@H]1O (stereo partly drawn) | 2 | 9
CCOC(=O)C(Cc1ccccc1)NC(=O)Cn1nnc(-c2ccccc2)n1 (stereo not drawn) | 0 | 2
O=C(CSc1nc2ccccc2c2nc3ccccc3n12)NCc1ccco1 | -2 | 17
CCCn1c2ccccc2c2nnc(SCC(=O)OCC)nc21 | -1 | -14
O=C(Cn1nc(Cc2cccnc2)c2ccccc2c1=O)N1CCN(C(=O)c2ccco2)CC1 | -15 | -34
COc1ccccc1-c1cc(C(=O)Nc2cc(C)on2)no1 | -2 | -27
COC(=O)C1=C(C)NC(C)=C(C(=O)OC)C1c1cc2cc(C)ccc2[nH]c1=O | 7 | 7
Cc1nc2cc(-n3ccc(=O)cc3)ccc2n1-c1ccccc1 | -6 | -10
CC(C)(C)c1nnc(NC(=O)CN2C(=O)C3C4C=CC(C4)C3C2=O)s1 (stereo not drawn) | -1 | 21
COc1ccc(S(=O)(=O)NCCCCCC(=O)NCCCN2CCOCC2)cc1 | 0 | 4
CCC(C)(C(=O)Nc1ccc2c(c1)OCCO2)N(C(C)=O)c1ccc(C(N)=O)cc1 (stereo not drawn) | 0 | 0
CCn1cc(Cl)c(C(=O)Nc2nc3ccccc3n2CCN2CCCCC2)n1 | -4 | -16
COc1cc(CC(=O)Oc2ccc3c(c2)OCO3)cc(OC)c1OC | 0 | 1
Nc1cc(OC(=O)c2cccs2)nn1S(=O)(=O)c1ccc(F)cc1 | 0 | 5
Cc1ccc(CCNC(=O)c2nnn(-c3cccc(C)c3)c2N)cc1 | 0 | 1
O=C1CC(c2ccco2)CC(O)=C1C=NCCN1CCNCC1 (stereo not drawn) | -2 | -27
Cc1cccc(-n2ncc3c(N)ncnc32)c1 | 0 | -4
CCOc1ccc(CCNC(=O)CCc2nc(-c3ccc(OC)cc3)no2)cc1OCC | -2 | 4
O=C(CCN1C(=O)C2C3C=CC(C3)C2C1=O)N1CCN(c2ccccc2Cl)CC1 (stereo not drawn) | -1 | 4
O=C(CCNC(=O)Cn1ccc2ccccc2c1=O)NCCCN1CCN(c2ccccc2F)CC1 | -2 | -17
CCCCNC(=O)CC1N=C2c3ccccc3N=C(SCC(=O)Nc3cccc(OC)c3)N2C1=O (stereo not drawn) | -1 | -6
O=C(NCCN1CCOCC1)c1ccc2c(c1)N(Cc1ccc(F)cc1)C(=O)CS2 | 0 | 13
COc1cc(C2=NOC(C(=O)NC3CCCCC3)C2)cc(OC)c1OC (stereo not drawn) | -1 | -19

New compounds follow.
SMILES | QS inhibitor | QS inhibitor GFP MFI %
O=C(O)CN1CCN(Cc2ccc(F)cc2Cl)C1=O | 6 | 5
NC(=O)c1cc(S(=O)(=O)Nc2cccc(F)c2)co1 | -1 | 2
CCN(CC)CCNC(=O)Cn1cnc2sc(C)c(S(=O)(=O)N3CCOCC3)c2c1=O | -4 | -7
O=C(NCc1ccco1)c1ccc2nc3sc4c(c3c(=O)n2c1)CCCC4 | 10 | 32
COc1ccc(Cl)c(NC(=O)NCCN2CCN(c3ccccc3)CC2)c1 | 0 | 2
CC1CCc2cc(F)cc3c(O)c(C(=O)Nc4cnccn4)c(=O)n1c23 (stereo not drawn) | 0 | -17
O=C(CN1C(=O)COc2ccccc21)NCCCN1CCc2ccccc2C1 | 2 | 12
COc1ccc(N(CC(=O)Nc2cc(C(=O)O)ccc2C)S(=O)(=O)c2c(C)noc2C)cc1 | 0 | -4
O=C(Nc1c(C(=O)NCc2ccco2)cnn1-c1ccccc1)c1ccc(F)cc1 | 0 | 3
Cc1noc(C)c1S(=O)(=O)N(CC(=O)Nc1ccc2c(c1)OCCO2)c1ccc(C(C)C)cc1 | 12 | 33
CC1CCc2c(sc3nc(SCc4nc(-c5ccccc5)no4)n(C)c(=O)c23)C1 (stereo not drawn) | -5 | -30
O=C(CCSc1nccn1Cc1ccccc1)N1CCOCC1 | -2 | -34
Cn1c(=O)c2cc(S(=O)(=O)NCCC(=O)NCC3CCCO3)ccc2n(C)c1=O (stereo not drawn) | -4 | -2

Among those listed so far, these have a furan ring, fused or not:
SMILES | QS inhibitor | QS inhibitor GFP MFI %
CCn1cc(C(=O)NCc2ccc(C)o2)c2cc(OC)c(OC)cc2c1=O | -1 | -1
CCOc1cc2[nH]c(=S)n(Cc3ccc(C)o3)c(=O)c2cc1OCC | 10 | 19
Cc1nnc(N2C(=O)C(O)=C(C(=O)c3ccco3)C2c2ccc(F)cc2)s1 (stereo not drawn) | -1 | 5
Cc1ccc2cc(CCNC(=O)c3ccco3)c(=O)[nH]c2c1 | -1 | -12
O=C(NCC1CCCO1)c1ccc(CS(=O)(=O)c2ccc(Br)cc2)o1 (stereo not drawn) | -2 | -10
Cc1ccc(C(=O)Nc2ccc3c(c2)OCO3)o1 | -1 | 4
O=C1NCCN1C(=O)c1ccco1 | -2 | -5
O=C(CSc1nc2ccccc2c2nc3ccccc3n12)NCc1ccco1 | -2 | 17
O=C(Cn1nc(Cc2cccnc2)c2ccccc2c1=O)N1CCN(C(=O)c2ccco2)CC1 | -15 | -34
O=C1CC(c2ccco2)CC(O)=C1C=NCCN1CCNCC1 (stereo not drawn) | -2 | -27
NC(=O)c1cc(S(=O)(=O)Nc2cccc(F)c2)co1 | -1 | 2
O=C(NCc1ccco1)c1ccc2nc3sc4c(c3c(=O)n2c1)CCCC4 | 10 | 32
O=C(Nc1c(C(=O)NCc2ccco2)cnn1-c1ccccc1)c1ccc(F)cc1 | 0 | 3

Not all compounds are listed; the hit share may differ from the screen's.
